# Source: PubChem BioAssay (National Center for Advancing Translational Sciences (NCATS))
# A549 tox: kills or reduces viability of A549 cells in Nrf2 counter-screen. Potency, µM (titrated, usually from 46 µM), for inactives: top-dose activity change, negative = cytotoxicity, most hits filed as inhibitors. A549 ARE-Fluc cells, CellTiter-Fluor viability, 18-24 h. actives 0.16% (n = 390,000); note: % is set by controls: 0 for no effect and ±100 for the full control effect
#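 A549 ARE_Fluc cells in 5% FBS OPTI-MEM were exposed to compounds in concentration-response for 18-24 h at 37 deg C. Viability was read by CellTiter-Fluor fluorescence (Ex 405/Em 525) after 30 min, before the luciferase read.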
# ATXN2 expr inh: inhibitors of ATXN2 expression; Potency, µM (doses to about 57 µM), without a hit: at the top dose activity change, negative = inhibition, most hits filed as inhibitors; HEK-293 ATXN2-luciferase reporter, luminescence, 24 h; AID 1745845; actives 0.72% (n = 360,000); note: % is set by controls: 0 for no effect and ±100 for the full control effect; nearly all actives have a fitted effect of over 55% in size
#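 ATXN2-luciferase reporter cells (luciferase flanked by upstream and downstream ATXN2 gene portions) were treated 24 h at 37 °C with compounds at up to 57 uM. SteadyGlo luminescence gave expression; GF-AFC fluorescence gave viability.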
# MCF10A rerep: DNA re-replication induction in MCF 10a cells. MCF 10A DNA re-replication, Hoechst nuclear intensity, 48 h. Potency, µM (titrated, usually from 46.1 µM), without a hit: top-dose activity, positive = re-replication, hits mostly activators. actives 2.9% (n = 350,000); note: % of control where 0% means no effect; nearly all actives have a fitted effect of over 50% in size
# ATXN viability: reduces viability in counter-screen for ATXN expression inhibitors; S2 cells (HEK-293 line with an ATXN2-luciferase reporter) viability, CellTiter-Fluor protease fluorescence, 24 h; Potency, µM (titrated, usually from 56.7 µM), most hits filed as cytotoxic; actives 0.49% (n = 400,000); AID 651635; note: nearly all actives have a fitted effect of over 40% in size
# Nrf2 inh: Nrf2 pathway inhibition. A549 ARE-Fluc reporter, luciferase luminescence, 18-24 h. Potency, µM (series often up to 46 µM), for inactives: top-dose activity change, negative = inhibition, hits mostly inhibitors. actives 2.1% (n = 360,000). AID 504444; note: % is set by controls: 0 for no effect and ±100 for the full control effect; nearly all actives have a fitted effect of over 60% in size
#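 Cells were seeded and rested 2 h, then exposed to compounds for 18-24 h. CellTiter-Fluor was read first as a viability measure. BugLite was added 15 min before the final luminescent read of ARE-luciferase activity in A549 cells.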
# TGFb inhibitor: inhibitors of TGF-b signaling; Potency, µM (top dose mostly 46.1 µM), without a hit: at the highest dose activity, negative = inhibition, hits mostly inhibitors; HepG2 CAGA-GFP TGF-b/SMAD3 reporter, GFP fluorescence, 18 h; TGF-beta stimulated, 500 pg/mL final; actives 1.2% (n = 410,000); note: % is set by controls: 0 for no effect and ±100 for the full control effect; nearly all actives have a fitted effect of over 65% in size
#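 Per well, imaged GFP fluorescence of HEPG2 CAGA-GFP cells gives the signal; cells get compound, then TGF-beta (500 pg/mL final), 18 h at 37 degrees C; %Activity versus -TGF-beta and +DMSO controls.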
# Nrf2 activator: Nrf2 pathway activation | Potency, µM (series often up to 46.1 µM), for the others: at the highest dose activation, usual class: activators | AREc32 ARE-luciferase reporter (MCF7-derived line), luminescence, 24 h | actives 0.31% (n = 410,000); note: % of control where 0% means no effect; nearly all actives have a fitted effect of over 65% in size
#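 AREc32_Fluc, 1000 cells/well, OPTI-MEM + 5% FBS, o/n 37 deg C 5% CO2; 23 nL cpd by pin tool, 24 hr; Steady-Glo 30 min RT, luminescence.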
# EPAC2 antag: antagonists of human EPAC2 | EPAC2 GEF exchange of Rap1B-BODIPY-GDP, fluorescence | Potency, µM (doses to about 114 µM), for the others: at the highest dose activity, negative = inhibition, usual class: inhibitors | actives 0.18% (n = 360,000) | AID 720708; note: % is set by controls: 0 for no effect and ±100 for the full control effect; nearly all actives have a fitted effect of over 45% in size; many of its hits are not listed in these tables
# Target sequence (Q8WZA2 whole entry, looked up): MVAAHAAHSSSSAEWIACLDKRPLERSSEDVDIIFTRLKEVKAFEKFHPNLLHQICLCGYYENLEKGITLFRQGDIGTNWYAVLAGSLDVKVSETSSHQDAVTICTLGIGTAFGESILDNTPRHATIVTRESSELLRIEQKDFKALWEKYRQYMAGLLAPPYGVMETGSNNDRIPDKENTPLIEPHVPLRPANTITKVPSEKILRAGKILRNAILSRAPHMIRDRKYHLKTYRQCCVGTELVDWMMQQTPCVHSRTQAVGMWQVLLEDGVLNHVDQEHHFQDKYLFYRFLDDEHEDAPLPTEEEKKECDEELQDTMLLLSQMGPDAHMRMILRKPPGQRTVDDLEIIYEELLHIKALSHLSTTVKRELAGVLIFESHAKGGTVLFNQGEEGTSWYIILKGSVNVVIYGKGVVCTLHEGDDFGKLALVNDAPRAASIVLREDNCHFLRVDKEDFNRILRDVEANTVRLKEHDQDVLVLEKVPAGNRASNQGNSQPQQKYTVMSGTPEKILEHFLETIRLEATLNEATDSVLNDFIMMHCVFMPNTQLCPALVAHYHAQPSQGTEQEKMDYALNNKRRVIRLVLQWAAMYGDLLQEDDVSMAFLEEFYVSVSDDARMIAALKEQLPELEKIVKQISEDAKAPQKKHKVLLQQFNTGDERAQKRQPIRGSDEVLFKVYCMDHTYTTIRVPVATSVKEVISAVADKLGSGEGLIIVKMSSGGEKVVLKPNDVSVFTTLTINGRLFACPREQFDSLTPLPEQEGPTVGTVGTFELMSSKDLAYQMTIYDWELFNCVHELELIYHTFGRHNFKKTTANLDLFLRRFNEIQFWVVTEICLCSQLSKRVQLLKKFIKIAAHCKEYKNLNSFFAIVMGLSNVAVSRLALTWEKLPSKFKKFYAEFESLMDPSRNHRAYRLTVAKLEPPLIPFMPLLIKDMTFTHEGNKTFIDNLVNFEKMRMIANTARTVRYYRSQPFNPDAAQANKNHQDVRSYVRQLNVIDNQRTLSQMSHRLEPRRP
# HepG2 viability: kills HepG2 cells in TGF-b inhibitor counter-screen. Potency, µM (top dose mostly 46.1 µM), for the others: top-dose activity change, negative = cytotoxicity, hits mostly cytotoxic. AID 588856. HepG2 CAGA-GFP viability, ATP luminescence, 18 h. actives 0.76% (n = 410,000); note: some results filed as inactive show a strong effect at the top dose
#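 CellTiter-Glo luminescence gave cytotoxicity after 18 hours at 37 degrees C. The cells were HepG2 CAGA-GFP in 1% FBS DMEM, stimulated with 500 pg/mL TGF-beta after compound addition. %Activity was normalised to no-cell wells (complete cell-killing) and DMSO (no toxicity), and curves were fitted and classified.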
# Numbers without * were called inactive; i = inactive; ? = inconclusive; . = no result given; [ ] = dose if it differs, or a comment. Calls come from the whole dose curve; as a rule, active = well fitted curve in the direction sought with a large enough effect; inconclusive = small, poorly fitted or top-dose-only effect, or another doubt; inactive = no such curve, though single readings can be large; an effect the other way counts as inactive or inconclusive. Potency is the fitted concentration of half-maximal effect. An excerpt; count on the stated rates, not on these rows.
SMILES,A549 tox,ATXN2 expr inh,MCF10A rerep,ATXN viability,Nrf2 inh,TGFb inhibitor,Nrf2 activator,EPAC2 antag,HepG2 viability
Cc1ccc(C(=O)OCC(=O)Nc2ccc(Cl)cn2)cc1S(=O)(=O)N1CCOCC1,-4%,6%,3%,i,4%,-32%,-0.8%,-1%,-12%
CSCC[C@H](NC(=O)[C@@H]1CSC2c3ccccc3C(=O)N21)C(=O)NC1CCCC1 (some centres not stated),-9%,4%,-3%,i,1%,-13%,0.4%,2%,1%
COC(=O)c1cccc(NC(=O)c2ccc3c(c2)C(=O)N(C(C)(C)C)C3=O)c1,0%,3%,-2%,i,?,2%,-0.2%,-21%,1%
CNC(=O)Nc1cccc(-c2cc(-c3c(Cl)cccc3Cl)no2)c1,-7%,-10%,?,i,-8%,?,3.1%,-15%,-15%
Cc1cc2c(c(=O)o1)C1(C(=O)N(C)c3ccccc31)C(C#N)=C(N)O2 (configuration not stated),-2%,6%,1%,i,4%,-6%,-0.5%,7%,6%
CC(C)OC(=O)CC1C(=O)NCCN1C(=S)NC(=O)c1ccc(F)cc1 (configuration not stated),-2%,-10%,1%,i,-3%,-18%,0.0%,8%,-4%
COc1ccccc1N1CCN(c2ccc(=O)n(CC(=O)Nc3cc(F)ccc3C)n2)CC1,7%,-15%,.,i,24%,-4%,0.0%,.,-6%
COCCNC(=O)CSc1nnc(-c2ccc(C)cc2)c(-c2ccc(C)cc2)n1,-3%,-18%,0%,i,?,-4%,4.3%,-17%,-1%
O=c1nc(-c2ccccc2)n(-c2ccccc2)[nH]1,-4%,5%,-6%,i,8%,8%,-0.3%,0%,5%
COc1ccccc1/C=C/C(=O)NC(=S)N1CCOCC1,10%,26%,5%,i,?,-6%,8.6%,-3%,-2%
CCN(CC(=O)Nc1ccc(NC(C)=O)cc1)C(=O)C1COc2ccccc2O1 (configuration not stated),3%,-1%,-9%,i,-28%,-3%,-0.2%,-7%,-3%
COc1ccc(S(=O)(=O)c2c(SC)nn(Cc3ccccc3C)c2NC(C)=O)cc1,13%,-26%,.,?,?,-1%,2.7%,.,-8%
O=C(Nc1ccccc1Br)C1CCCN(S(=O)(=O)c2cccc3nsnc23)C1 (configuration not stated),-3%,-20%,.,i,-19%,?,0.1%,.,-28%
CSc1cccc(NC(=S)N(CCN(C)C)C(C)c2ccccn2)c1 (configuration not stated),8%,-15%,?,i,12%,-23%,0.9%,-5%,-16%
CCn1c(C)cc(C)c(C#N)c1=O,3%,-6%,?,i,-19%,-7%,1.5%,-6%,-2%
Cc1ccc(SCc2[nH]nc3c2C(c2cccnc2)C(C#N)=C(N)O3)cc1 (configuration not stated),-5%,-6%,-5%,i,12%,-4%,-0.8%,9%,-22%
O=C(NN1C(=O)C2C3C=CC(C3)C2C1=O)c1ccccc1 (configuration not stated),0%,3%,17%,i,7%,?,-0.2%,-3%,4%
CCN1C(=O)[C@H]2[C@@H](c3ccc(OC)cc3)N3C(=O)CN(CCOC)C(=O)[C@@]3(Cc3ccccc3)[C@H]2C1=O,-1%,5%,15%,i,8%,-16%,0.5%,-1%,3%
CCc1ccc(NC(=O)CC2C(=O)N(c3cccc(C)c3)C(=O)N2C2CC2)cc1 (configuration not stated),-13%,-2%,10%,i,0%,-2%,0.2%,-10%,-23%
O=C1CN(S(=O)(=O)c2cc(C(F)(F)F)ccc2Cl)CCN1,-1%,6%,2%,i,10%,-1%,-0.6%,-6%,-2%
CCn1c(-c2cccn(Cc3ccccc3)c2=O)n[nH]c1=S,0%,3%,-2%,i,-1%,-11%,-0.6%,4%,6%
O=[N+]([O-])c1cc(Br)cc(C=Nc2ccc3c(c2)OCO3)c1O,-16%,.,6%,i,15%,?,0.8%,-20%,-26%
O=C(OCC(=O)N1CCN(c2ccccc2)CC1)c1ccc(Cl)nc1,2%,-5%,?,i,9%,?,0.3%,3%,4%
COc1cc(OC)cc(-c2nnc(SCC(=O)Nc3cccc(C(=O)O)c3)s2)c1,-5%,25%,2%,i,20%,-9%,-0.4%,-10%,10%
Cc1ccccc1NC(=O)CN1C(=O)CSc2ccc(S(=O)(=O)N3CCCC3)cc21,-21%,-2%,20%,i,-18%,-5%,-0.6%,1%,2%

# Some of these compounds in order of formula weight, largest number first.
SMILES,A549 tox,ATXN2 expr inh,MCF10A rerep,ATXN viability,Nrf2 inh,TGFb inhibitor,Nrf2 activator,EPAC2 antag,HepG2 viability
COc1cc(OC)cc(-c2nnc(SCC(=O)Nc3cccc(C(=O)O)c3)s2)c1,-5%,25%,2%,i,20%,-9%,-0.4%,-10%,10%
Cc1ccc(SCc2[nH]nc3c2C(c2cccnc2)C(C#N)=C(N)O3)cc1 (configuration not stated),-5%,-6%,-5%,i,12%,-4%,-0.8%,9%,-22%
CCn1c(C)cc(C)c(C#N)c1=O,3%,-6%,?,i,-19%,-7%,1.5%,-6%,-2%

# The main list resumes; the 4 compounds before the break are reprinted first.
SMILES,A549 tox,ATXN2 expr inh,MCF10A rerep,ATXN viability,Nrf2 inh,TGFb inhibitor,Nrf2 activator,EPAC2 antag,HepG2 viability
O=[N+]([O-])c1cc(Br)cc(C=Nc2ccc3c(c2)OCO3)c1O,-16%,.,6%,i,15%,?,0.8%,-20%,-26%
O=C(OCC(=O)N1CCN(c2ccccc2)CC1)c1ccc(Cl)nc1,2%,-5%,?,i,9%,?,0.3%,3%,4%
COc1cc(OC)cc(-c2nnc(SCC(=O)Nc3cccc(C(=O)O)c3)s2)c1,-5%,25%,2%,i,20%,-9%,-0.4%,-10%,10%
Cc1ccccc1NC(=O)CN1C(=O)CSc2ccc(S(=O)(=O)N3CCCC3)cc21,-21%,-2%,20%,i,-18%,-5%,-0.6%,1%,2%
Cc1sc2nc(SCc3nnc(-c4cccs4)o3)n(C3CCCC3)c(=O)c2c1C,?,-12%,?,i,?,-27%,0.4%,-6%,-18%
COc1ccc(CC(=O)Nc2cc(S(=O)(=O)Nc3ccc(OC)cc3)ccc2OC)cc1,-10%,-26%,15%,i,-19%,-24%,-0.5%,-12%,-21%
COC(=O)c1sccc1NC(=S)Nc1cc(OC)ccc1OC,-6%,1%,1%,?,-15%,18%,-0.5%,14%,-53%
NS(=O)(=O)c1ccc(CCNC(=O)NC23CC4CC(CC(C4)C2)C3)cc1,-3%,0%,4%,i,-28%,-16%,-0.5%,-10%,-42%
CCn1c2ccc(C)cc2c2n[nH]c(=S)nc21,1%,-27%,-11%,i,-6%,-3%,2.5%,-4%,4%
CCCCOc1ccc(C2=NC(c3cccs3)=Nc3ccc(CC)cc3N2)cc1,-16%,30%,.,i,?,-6%,4.8%,.,-20%
O=C1CSc2ccc(C(=O)NCc3ccccn3)cc2N1,1%,6%,-6%,i,-29%,1%,-0.2%,-6%,5%
CCOc1ccc(N2C(=O)CS/C2=C(\C(Cl)=C(Cl)Cl)[N+](=O)[O-])cc1,-16%,5%,?,i,-8%,5%,9.3%,4%,3%
CCC(C)Cn1cnc2c(SCc3ccccc3F)nc(N)nc21 (configuration not stated),5%,-17%,18µM*,i,-26%,-2%,7.4%,1%,-2%
COc1cccc(/C=C/C(=O)OCC(=O)NC(=O)NC2CCCCC2)c1,3%,3%,0%,i,-7%,-13%,4.6%,-9%,1%
O=C(N=C1SC2CS(=O)(=O)CC2N1CCc1ccccc1)C1CC1 (configuration not stated),-2%,2%,1%,i,-3%,9%,-0.6%,-6%,6%
O=C(CCc1ccc(O)cc1)NNC(=S)NCCc1ccccc1,-13%,1%,?,i,?,16%,0.1%,-4%,-2%
CNc1ccc(C(=O)N2CCN(S(=O)(=O)c3ccc4c(c3)OCCCO4)CC2)cc1[N+](=O)[O-],-7%,5%,-36%[inhibitor],i,?,15%,-0.5%,-26%,8%
Cc1cc(C)nc(-n2nc(C)cc2NC(=O)C(C)C)n1,-6%,.,0%,i,-25%,14%,-0.9%,3%,-42%
COc1ccc(-c2csc(C(C)(O)c3ccncc3)n2)cc1OC (configuration not stated),.,-6%,.,?,.,1%,1.0%,-2%,-21%
O=C(COC(=O)c1ccccc1O)NNC(=O)c1ccc(Br)cc1,1%,4%,0%,i,12%,-3%,0.1%,4%,-1%
O=C(COC(=O)CCNS(=O)(=O)c1ccccc1)NC1CC1,?,.,4%,i,-8%,-1%,-0.3%,-5%,5%
COc1ccc(NC(=O)C2CCN(C(=O)c3ccco3)CC2)c(OC)c1,1%,-3%,7%,i,-12%,0%,-0.2%,5%,1%
O=C(Nc1ccccc1O)c1cccc(S(=O)(=O)Nc2ccccc2O)c1,0%,-8%,7%,i,7%,?,5.8%,-10%,-8%
CN1CCN(C(=O)c2cc3c(c(-c4cccc(Br)c4)n2)[C@H](CCO)N(S(=O)C(C)(C)C)C3)CC1 (some centres not stated),.,3%,.,i,.,2%,-0.4%,-26%,2%
O=C(O)c1c2c(nc3ccccc13)-c1ccccc1CC2,-10%,8%,-7%,i,28%,-2%,0.2%,14%,0%
COc1ccc(Cl)cc1NS(=O)(=O)c1cn(C)nc1C,2%,-1%,-2%,i,-4%,-4%,0.8%,0%,-17%
O=C(O)C1C2C=CC(C2)C1C(=O)Nc1ccccc1Br (configuration not stated),7%,-10%,0%,i,-4%,-4%,0.3%,16%,21%
CC(=O)Nc1ccc(CN2C(=O)C(Cc3ccccc3)ON=C2c2ncccc2C)cc1 (configuration not stated),.,-5%,.,i,.,3%,-0.4%,-5%,4%
COc1ccc(N=C2SC(CC(=O)Nc3ccccc3)C(=O)N2Cc2ccco2)cc1 (configuration not stated),-4%,-12%,13%,i,?,-10%,0.2%,?,-23%
COc1ccc(NC(=O)Cn2c(SCc3cccc(Cl)c3)nc3ccncc32)c(OC)c1OC,3%,0%,.,i,6%,?,0.8%,.,-27%
CN(C)CCNc1ncnc2c1ncn2[C@H]1CN(Cc2ccccc2)C[C@@H](CO)O1,.,10%,.,i,.,3%,-0.3%,2%,-8%
